STK33 inh: blocks human STK33 kinase activity; 0.073% of 320,000 active; inhibition, % at 10 µM; AID 2661; Q9BYT3; purified STK33, MBP phosphorylation, ADP-Glo luminescence;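 active = inhibition at or above 25%, using the most active replicate where run in duplicate; inactive = inhibition below 25%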
Target sequence (Q9BYT3 whole entry, looked up): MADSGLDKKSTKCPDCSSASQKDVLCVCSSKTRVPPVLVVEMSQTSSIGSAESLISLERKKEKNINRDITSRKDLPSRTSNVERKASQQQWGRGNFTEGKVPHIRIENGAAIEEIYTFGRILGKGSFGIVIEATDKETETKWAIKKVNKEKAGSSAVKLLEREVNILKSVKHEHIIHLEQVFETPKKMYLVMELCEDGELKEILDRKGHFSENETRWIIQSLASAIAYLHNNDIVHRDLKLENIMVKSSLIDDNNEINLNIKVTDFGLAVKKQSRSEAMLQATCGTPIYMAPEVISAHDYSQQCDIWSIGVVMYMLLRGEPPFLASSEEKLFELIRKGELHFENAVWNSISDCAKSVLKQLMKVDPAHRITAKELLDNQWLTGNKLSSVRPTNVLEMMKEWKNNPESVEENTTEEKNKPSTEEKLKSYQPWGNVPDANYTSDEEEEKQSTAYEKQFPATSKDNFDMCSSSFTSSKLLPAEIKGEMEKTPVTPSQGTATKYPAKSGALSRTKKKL
CHT allo act: allosterically activates the human high affinity choline transporter; Q9GZV3; CHT-expressing cells, membrane potential dye, choline EC20; hits give high values; LV-AA mutant CHT in HEK293 cells; B-score at 10 µM; 0.49% of 310,000 active;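 active = initial fluorescence not abnormally high and integrated response B-score, plate-corrected, over 3 SD above library mean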
Target sequence (Q9GZV3 whole entry, looked up): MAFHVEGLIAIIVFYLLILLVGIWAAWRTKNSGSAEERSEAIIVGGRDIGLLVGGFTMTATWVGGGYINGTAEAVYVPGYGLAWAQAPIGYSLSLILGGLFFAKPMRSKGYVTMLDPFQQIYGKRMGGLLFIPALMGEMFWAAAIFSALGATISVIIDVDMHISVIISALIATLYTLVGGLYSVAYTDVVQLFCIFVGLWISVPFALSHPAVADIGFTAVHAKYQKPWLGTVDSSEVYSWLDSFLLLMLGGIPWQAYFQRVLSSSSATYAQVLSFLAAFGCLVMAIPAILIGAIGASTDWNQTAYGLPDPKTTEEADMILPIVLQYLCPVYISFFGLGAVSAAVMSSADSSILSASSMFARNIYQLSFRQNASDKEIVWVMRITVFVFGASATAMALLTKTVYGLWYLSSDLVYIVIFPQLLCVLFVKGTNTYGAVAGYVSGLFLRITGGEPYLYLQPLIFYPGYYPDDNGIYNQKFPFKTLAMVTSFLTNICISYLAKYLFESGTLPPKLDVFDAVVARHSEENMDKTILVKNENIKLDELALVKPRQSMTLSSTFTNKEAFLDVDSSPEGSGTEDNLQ
CHT inh: inhibits the human high affinity choline transporter; CHT-expressing cells, membrane potential dye, choline response; hits give low values; B-score at 10 µM; 0.86% of 310,000 active; AID 488975;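 active = B-score over 3 SD under the library average, and starting fluorescence ratio not unusually high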;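 also: choline stimulus applied at its EC90 after an EC20 pre-addition; B-score computed on integrated fluorescence ratio after choline addition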
Starred values were filed as active, the others as inactive; i = inactive; / = not tested or not shown.

Second line of a record – STK33 inh | CHT allo act | CHT inh
> Cc1ccc(-n2c(C)cc(C(=O)Cn3nc(C(=O)O)c4ccccc4c3=O)c2C)cc1
→ -0.1 | i | i
> COc1ccc(S(=O)(=O)N(C)CC(=O)N2CCN(c3ccccc3)CC2)cc1
→ 1.1 | i | i
> COc1ccc(-c2cc(-c3ccc(Cl)cc3)n[nH]2)c(O)c1
→ 0.4 | i | i
> CCOC(=O)Cc1csc(NC(=O)CCCCCN2C(=O)c3cccc4cccc(c34)C2=O)n1
→ -2.5 | i | i
> COCC1COS(=O)(=O)NC1(C)C (stereo not given)
→ -0.4 | i | i
> CCOC(CCNC(=O)c1cn(CC(C)C)c(=O)c2c1c1ccccc1n2C)OCC
→ -0.7 | i | i
> CCNC(=O)CC1C(=O)N(c2ccc(C)cc2)C(=O)N1CCc1sccc1C (stereo not given)
→ -3.1 | i | i
> CCC(Sc1nc2ccccc2c2nc3ccccc3n12)C(=O)NCc1ccco1 (stereo not given)
→ -0.9 | i | i
> C=CCn1c(SCC(=O)Nc2ccc3c(c2)CCC3)nc2ccccc2c1=O
→ 7.9 | i | i
> O=[N+]([O-])c1cccc2c3c([nH]c12)CCCC3
→ -1.4 | i | i
> C=CCN(C(=O)CNC(=O)c1ccco1)C(C(=O)NC1CCCCC1)c1ccc(OC)cc1OC (stereo not given)
→ -0.7 | i | i
> COC(=O)CSc1nc2ccccc2n1CC(=O)N(C(C)C)C(C)C
→ -0.7 | i | i
> N#CC(C(=O)Nc1ccccc1)=C1Nc2ccccc2N1
→ 5.1 | i | i
> CCCCn1c(N)c(N(CC(C)C)C(=O)c2cnc(C)cn2)c(=O)[nH]c1=O
→ -0.2 | i | i
> COc1cc(/C=C2\SC(=S)N(CCC(=O)N3CCN(C)CC3)C2=O)cc(OC)c1OC
→ -1.0 | i | i
> COc1ccc(-c2ccccc2)cc1NC(=O)c1cccs1
→ -1.0 | i | i
> CC(CC(=O)N1CCN(c2ccccc2F)CC1)c1ccccc1 (stereo not given)
→ -1.3 | i | i
> CC1=C2C3OC(=O)C(C)[C@@H]3CC[C@](C)(O)C2C2C3C4C5(C12)[C@H]1OC(=O)[C@@H](C)C1CC[C@]4(C)O[C@]5(C)[C@@H]3O (stereo not given in full)
→ 0.2 | i | i
> COc1ccccc1CCNC(=O)C(C)n1nc(C)c2c(C)n(-c3ccccc3)nc2c1=O (stereo not given)
→ 1.1 | i | i
> COc1ccc(CNC(=O)Nc2ccccc2)cc1
→ 0.2 | i | i
> Cc1ccc(C2SCC(=O)N2c2ccccc2)cc1 (stereo not given)
→ -1.4 | i | i
> CCN(CC)S(=O)(=O)c1ccc(F)c(C(=O)NCCCN2CCOCC2)c1
→ -1.2 | i | i
> NC(=O)CSc1nnc(-c2ccccc2F)n1C1CC1
→ -0.6 | i | i
> CC(=O)Nc1ccc(S(=O)(=O)NCc2ccc(C(=O)NCCN3CCCCCC3)cc2)cc1
→ -3.9 | i | i
> COc1cc(C)c(Cl)cc1S(=O)(=O)NCc1ccccn1
→ -1.2 | i | i
> O=C(CSCc1ccccc1)Nc1ccc(Cl)cn1
→ -0.1 | i | i
> COc1ccc(NC(=O)C2CCN(C(=O)[C@@H]3Cc4ccccc4CN3)CC2)cc1
→ -1.0 | i | i
> O=C(c1ccccc1)c1coc2ccc(O)c(Cl)c12
→ 1.7 | i | i
> O=C1NCCNC(=O)c2ccccc2OCCOc2ccccc21
→ 2.3 | i | i
> Brc1ccccc1OCCCn1cnc2ccccc21
→ 2.0 | i | i
> CCOc1cccc(OCCn2cnc3ccccc3c2=O)c1
→ -1.9 | i | i
> C=CCSC1=N/C(=C/c2ccsc2)C(=O)N1c1ccccc1
→ -0.3 | i | i
> CC12CCC(C(=O)N3CCN(c4ncccn4)CC3)(c3nc4ccccc4nc31)C2(C)C (stereo not given)
→ -0.5 | i | i
> CC(=O)c1ccc(N2Cc3ccccc3C2)cc1
→ -1.5 | i | i
> COc1ccc(NC(=O)CO/N=C2\CCCc3nonc32)cc1
→ -0.1 | i | i
> CSc1ccc(CN2CCN(Cc3ccc([N+](=O)[O-])cc3)CC2)cc1
→ -1.4 | i | i
> O=C(COc1ccc(S(=O)(=O)N2CCOCC2)cc1Cl)N1CCOCC1
→ -1.7 | i | i
> COc1cc(CCNC(=O)c2cnn3ccccc23)cc(OC)c1OC
→ 0.5 | i | i
> CCCC/C(C)=N/NC(=O)Nc1ccccc1
→ -0.4 | i | i
> CCC12C(=O)C(CC)(C(c3ccccc3)=C1c1ccccc1)[C@@H]1C(=O)N(c3ccccc3)C(=O)C12 (stereo not given in full)
→ 0.1 | i | i
> Cc1cc(OCC(=O)N(C(C)C)C(C)C)cc(C)c1Br
→ / | i | i
> Nc1c(C(=O)Nc2ccc3c(c2)OCCO3)nnn1Cc1ccccc1Cl
→ 0.3 | i | i
> O=C(C[n+]1ccccc1)Nc1ccccc1C(=O)O
→ 0.2 | i | i
> COc1ccccc1/C=C/C=C1\Oc2c(ccc(O)c2CN2CCN(CCO)CC2)C1=O
→ 3.2 | i | i
> O=C(CNc1cccc2ccccc12)N/N=C/c1ccccn1
→ 0.2 | i | i
> Cc1ccc(-c2nnc(-c3ccccc3)o2)cc1Br
→ -0.2 | i | i
> CCn1nc(C)c(/C=N/NC(=O)Cn2cncn2)c1C
→ -0.9 | i | i
> Cc1c(C(=O)NCCSCc2ccc(F)cc2)cnn1-c1ccc(Cl)cc1
→ 0.1 | i | i
> CC(=O)c1ccc(NC(=O)CCc2nnc3ccc(NCc4ccco4)nn23)cc1
→ 20.2 | i | i
> O=C(NCc1ccco1)C(NS(=O)(=O)c1cccc2nsnc12)c1ccccc1 (stereo not given)
→ 0.0 | i | i
> COc1ccc(NS(=O)(=O)c2cccc(C(=O)NNC(=O)NCCCl)c2)cc1
→ -2.3 | i | i
> O=C(CCc1nnc(Cc2cccc(C(F)(F)F)c2)o1)NC1CC1
→ -0.7 | i | i
> CCOC(=O)/C(C#N)=C/c1ccc(N2CCN(Cc3ccccc3)CC2)cc1
→ 0.4 | i | i
> Cc1ccnc(NC(=O)Cn2c(=O)oc3ccccc32)c1
→ -1.2 | i | i
> Cc1nn(-c2ncc(C(F)(F)F)cc2Cl)c(=O)n1-c1ccc(F)cc1
→ -1.1 | i | i
> CCC(NC(=O)c1ccccc1NC(=O)c1ccccc1)C(=O)NNC(=O)CSc1nc2ccccc2o1 (stereo not given)
→ -0.4 | i | i
> Cc1nn(Cc2cccc(C(=O)O)c2)c(C)c1[N+](=O)[O-]
→ -1.8 | i | i
> O=C(N/N=C1\CCCc2oc(C(=O)O)cc21)c1ccccc1
→ -0.2 | i | i
> O=S(=O)(Nc1nc2ccccc2nc1Cl)c1ccc(Br)cc1
→ -0.3 | i | i
> CC1SC(C)C(=O)N(CC(=O)Nc2ccc3c(c2)OCO3)C1=O (stereo not given)
→ -0.4 | i | i

3 entries out of the list, sorted by formula weight, low to high.
Second line of a record – STK33 inh | CHT allo act | CHT inh
> Cc1nn(Cc2cccc(C(=O)O)c2)c(C)c1[N+](=O)[O-]
→ -1.8 | i | i
> O=C(CNc1cccc2ccccc12)N/N=C/c1ccccn1
→ 0.2 | i | i
> CCOC(=O)/C(C#N)=C/c1ccc(N2CCN(Cc3ccccc3)CC2)cc1
→ 0.4 | i | i

Next entries
Second line of a record – STK33 inh | CHT allo act | CHT inh
> Cc1cc(=O)oc2cc(OCc3ccc(C(=O)N4CCN(c5ccccc5)CC4)cc3)ccc12
→ -0.7 | i | i
> Cc1cccc(NC(=O)CSc2nnc(CSc3nc(C)cc(C)n3)o2)c1
→ -0.8 | i | i
> COc1ccc(CC(NC(C)=O)C(=O)NC2CCN(c3ncccc3[N+](=O)[O-])CC2)cc1 (stereo not given)
→ -0.2 | i | i
> O=C(Cc1ccc(F)cc1)NC1CCCCCC1
→ -0.9 | i | i
> CCn1c(-c2cc(-c3cc(C)ccc3C)nc3ccccc23)n[nH]c1=S
→ 0.6 | i | i
> CC(=O)c1ccc(N(C(=O)Cn2nnc3ccccc32)C(C(=O)NCc2ccccc2)c2ccccn2)cc1 (stereo not given)
→ -0.9 | i | i
> Cc1ccc(C(=O)N(CN2CCCC2=O)c2ccc(F)cc2)cc1C
→ -0.2 | i | i
> C(=N\Nc1nc(N2CCCCCC2)nc(N2CCCCCC2)n1)/c1ccccc1
→ -0.2 | i | i
> COc1ccc(OCCC(=O)NCCN2CCOCC2)cc1
→ -0.3 | i | i
> O=C(NCc1cccnc1)c1cc(-c2ccco2)on1
→ 0.0 | i | i
> COc1ccccc1-c1noc(CCC(=O)Nc2cccc(C(F)(F)F)c2)n1
→ 0.2 | i | i
> CCN(CC(=O)Nc1c(F)cccc1F)C(=O)C1CCN(C(=O)c2ccc(Cl)cc2)CC1
→ / | i | i
> Cc1ccc(C2=NOC(C)(c3nnc(-c4cccc(Cl)c4)o3)C2)cc1 (stereo not given)
→ -0.9 | i | i
> Cc1ccc(C)c2[nH]c(=O)c(CCNC(=O)c3ccc4c(c3)OCO4)cc12
→ -1.0 | i | i
> CC1CN(c2ccc([N+](=O)[O-])c(NCCOc3ccc(Cl)cc3)c2)CC(C)N1 (stereo not given)
→ -1.0 | i | i
> Cc1csc(NC(=O)CNS(=O)(=O)c2cccs2)n1
→ -0.2 | i | i
> Cc1ccc(Cl)cc1N1CCN(C(=O)c2noc(C)c2[N+](=O)[O-])CC1
→ / | i | i
> CC(Cc1cccs1)NC(=S)Nc1ccc(F)cc1 (stereo not given)
→ -0.4 | i | i
> Cc1ccc2nc(N3C(=O)CNC3=S)sc2c1
→ -1.1 | i | i
> N#C/C(=C/Nc1ccccc1F)S(=O)(=O)c1ccc(Cl)cc1
→ -3.3 | i | i

In another format: results already given.
mol,STK33 inh,CHT allo act,CHT inh
O=C(c1ccccc1)c1coc2ccc(O)c(Cl)c12,1.7,i,i
O=C1NCCNC(=O)c2ccccc2OCCOc2ccccc21,2.3,i,i
Brc1ccccc1OCCCn1cnc2ccccc21,2.0,i,i

Continuation.
Second line of a record – STK33 inh | CHT allo act | CHT inh
> CCCCn1c(=O)c(C(=O)N/N=C/c2ccc(F)cc2)c(O)c2ccccc21
→ -1.6 | i | i
> CCC(=O)N1CCc2cc(Br)cc(S(=O)(=O)CCC(=O)NCc3ccco3)c21
→ -2.3 | i | i
> CCOc1ccc(/C=C2\CCC(C3CCCC3)C2=O)cc1 (stereo not given)
→ 1.1 | i | i
> CCOC(=O)N1CCN(c2nc(-c3cccs3)cc(C(F)(F)F)n2)CC1
→ -1.3 | i | i
> Cc1ccc(NS(=O)(=O)c2cccc(C(=O)NNC(=O)NC3CCCCC3)c2)c(C)c1
→ -3.0 | i | i
> CC1(C(=O)Nc2nccs2)Cc2ccccc2C(=O)O1 (stereo not given)
→ -0.6 | i | i
> CN(C)c1ccc(NC(=O)COC(=O)Cn2nnc3ccccc32)cc1
→ -2.5 | i | i
> CCc1ccc(OCC(=O)OCC(=O)c2c(N)n(C)c(=O)n(C)c2=O)cc1
→ -1.0 | i | i
> COc1cccc(C(O)c2cnc(C(C)C)n2C)c1 (stereo not given)
→ 1.1 | i | i
> Cc1cccc(-c2cc(C(=O)Nc3c(C)n(C)n(-c4ccccc4)c3=O)c3ccccc3n2)c1
→ -0.7 | i | i
> O=C(CSc1n[nH]c(-c2ccccc2Cl)n1)NCc1cccc(C(=O)O)c1
→ -0.3 | i | i
> CCOc1cc(/C=N\NC(=O)c2ccc(C)nc2)ccc1OC(=O)c1ccc(F)cc1
→ 0.9 | i | i
> CCC(=O)NNC(=O)CCC(=O)Nc1cccc(Cl)c1C
→ -1.9 | i | i
> CCc1ccccc1N1C(=O)CC(Sc2nccc(C)n2)C1=O (stereo not given)
→ -0.7 | i | i
> COc1ccc(NC(=O)CN(C)C(=O)c2sc3cc(Cl)ccc3c2Cl)cc1
→ -1.1 | i | i
> C=CCn1c(=N)c(C(=O)NCCCOC)cc2c(=O)n3ccccc3nc21
→ 0.2 | i | i
> Brc1cccc(OCCN2CCCCC2)c1
→ -1.7 | i | i
> Cn1cc(C(=O)NC2CCCCCCC2)c(=O)c2cc(S(=O)(=O)N3CCCC3)ccc21
→ -1.7 | i | i
> CCCNC(=O)c1ccc(-c2nn(C)c(=O)c3ccccc23)cc1
→ -0.5 | i | i
> COc1ccc(C(=O)Cn2ccsc2=NC(C)=O)cc1
→ 0.0 | i | i
> CCOC(=O)c1ccc(N=Nc2c(C)[nH]n(-c3ccccc3)c2=O)cc1
→ -1.5 | i | i
> CCOC(=O)/C=C1\SCC(=O)N1CCOc1cccc(Br)c1
→ -0.5 | i | i
> CCCCOC(=O)Nc1ccc(N(C)C)cc1
→ -0.6 | i | i
> O=C(Nc1cccc(C(=O)N2CCOCC2)c1)c1ccccc1Br
→ -0.7 | i | i
> COCCNC(=O)Cc1ccc(Br)cc1
→ -0.6 | i | i
> COCCn1c(=NC(=O)c2ccc(S(=O)(=O)N3CCc4ccccc4C3)cc2)sc2cc(S(N)(=O)=O)ccc21
→ / | i | i
> CCN(CC)c1ccc(C2Nc3cccc4cccc(c34)N2)c(O)c1
→ 3.7 | i | i
> C[C@H](NC(=O)c1nc[nH]c1C(=O)NCC(=O)OC(C)(C)C)C(=O)OC(C)(C)C
→ -0.2 | i | i
> CCCN1C2CCCC1CC(NC(=O)Nc1cccc(C(C)=O)c1)C2 (stereo not given)
→ -0.4 | i | i
> CN(C)CCN(Cc1cc2cc3c(cc2[nH]c1=O)OCO3)C(=S)NCC1CCCO1 (stereo not given)
→ -1.7 | i | i
> Cc1ccc(S(=O)(=O)N2CCN(c3ccc([N+](=O)[O-])c4cccnc34)CC2)cc1
→ -0.7 | i | i
> Cc1cc(NNC(=O)c2ccccc2)nc(NNC(=O)c2ccccc2)n1
→ -0.9 | i | i
> O=C(CSc1nnnn1C1CCCC1)N1CCCc2ccccc21
→ 0.0 | i | i
> CSCC[C@H](NC(=O)OC(C)(C)C)c1nnc(SCC(N)=O)o1
→ -1.6 | i | i
> FC(F)(F)c1cccc(NC(=S)NNC(=S)Nc2ccc(Cl)cc2)c1
→ -2.9 | i | i
> CCCCOc1ccc(-c2nnn(CC(=O)NCc3ccco3)n2)cc1
→ -0.6 | i | i

Source: PubChem BioAssay
